Bioassay records deposited in PubChem by several laboratories.
TAAR1 ag: agonists of human TAAR1. Q96RJ0. CHO RD-HGA16 TAAR1, Fluo-8 calcium fluorescence; vehicle wells 0%, saturating PEA agonist 100%. activation, % at 3 µM. actives 0.99% (n = 360,000). AID 624467;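 active means activation above the mean activation of all test compounds in the run plus 3 SD, cut at about 38% in these data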
Target sequence (Q96RJ0 whole entry, looked up): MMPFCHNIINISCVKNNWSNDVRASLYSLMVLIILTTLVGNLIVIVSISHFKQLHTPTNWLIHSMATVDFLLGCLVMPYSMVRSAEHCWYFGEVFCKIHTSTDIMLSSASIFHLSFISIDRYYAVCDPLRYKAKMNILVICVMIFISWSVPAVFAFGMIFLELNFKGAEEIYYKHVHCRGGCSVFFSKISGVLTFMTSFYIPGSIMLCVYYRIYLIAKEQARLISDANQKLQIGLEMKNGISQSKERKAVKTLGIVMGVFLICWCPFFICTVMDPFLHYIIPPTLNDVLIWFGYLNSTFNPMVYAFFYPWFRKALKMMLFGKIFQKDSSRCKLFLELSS
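Assay system – CHO-derived RD-HGA16 cells with stable Gα16 and human TAAR1 · Compound dosing – one-point dosing at 3 µM (nominal) · Incubation – 17-24 h seeding, 75 min 37 °C dye, 30 min RT · Measured by – kinetic Fluo-8 calcium fluorescence · Control set – DMSO vehicle as 0%, PEA at EC100 as 100% · Repeats – single well for each compound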
CHRM4 PAM: potentiates acetylcholine response at human M4 receptor; P08173; CHO-K1 hM4/Gqi5, Fluo-8 calcium fluorescence, ACh EC20; 0% = ACh EC20, 100% = maximal ACh; activation, % at 3 µM; actives 0.4% (n = 360,000); AID 624126;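 active means activation above its plate's cutoff, the mean activation of sample wells plus 3 SD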; further: some results filed as inactive read as strong as hits
M1 PAM parental: nonselective activator or artifact in parental CHO-K1 calcium assay; actives 0.02% (n = 360,000); AID 602247; ATP EC20, Fluo-8 calcium fluorescence; 0% at ATP EC20, 100% at ATP max; activation, % at 3 µM;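 active means activation above the run cutoff, the mean activation of all test compounds plus 3 SD, cut at about 40% in these data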;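 further: peak over basal fluorescence ratio in a 140 s read after ATP addition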
M5 ag: agonists of human muscarinic M5 receptor (CHRM5) | CHO-K1 hM5 cells, Fluo-8 calcium fluorescence; 0% DMSO wells, 100% maximal acetylcholine response | activation, % at 3 µM | actives 0.19% (n = 360,000);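 active means activation above the run's mean over test compounds plus 3 SD, cut at about 23% in these data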;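 further: signal is peak over basal fluorescence ratio across the kinetic read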
Target sequence (P08912 whole entry, looked up): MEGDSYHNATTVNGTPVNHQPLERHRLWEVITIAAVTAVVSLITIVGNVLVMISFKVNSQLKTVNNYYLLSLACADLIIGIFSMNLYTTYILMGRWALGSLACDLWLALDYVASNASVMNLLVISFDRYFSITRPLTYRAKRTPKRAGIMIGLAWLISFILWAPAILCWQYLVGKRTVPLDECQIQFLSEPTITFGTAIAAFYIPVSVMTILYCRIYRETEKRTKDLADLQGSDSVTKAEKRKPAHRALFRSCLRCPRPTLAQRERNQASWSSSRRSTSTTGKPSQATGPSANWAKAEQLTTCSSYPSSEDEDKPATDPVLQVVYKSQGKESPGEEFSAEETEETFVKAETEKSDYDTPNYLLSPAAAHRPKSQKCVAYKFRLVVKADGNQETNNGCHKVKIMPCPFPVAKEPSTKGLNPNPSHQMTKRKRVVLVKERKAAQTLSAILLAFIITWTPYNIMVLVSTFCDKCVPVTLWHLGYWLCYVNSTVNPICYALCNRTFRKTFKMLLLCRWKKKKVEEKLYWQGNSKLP
CRFBP-R2 block: blocks CRF-induced signaling of the CRF-BP/CRF-R2 complex; inhibition, % at 11.8 µM; HEK293 CRF-R2/CRF-BP, CRF-induced calcium fluorescence; AID 588475; actives 0.59% (n = 350,000);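 active means inhibition of the ligand-induced calcium signal above about 50% at the single tested concentration, limit read from the data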
CRFR2-BP ag: agonists of human CRF-binding protein/CRF-R2 receptor complex. HEK293 CRF-R2/CRF-BP, calcium dye fluorescence (FLIPR); percent of saturating CRF peptide response. activation, % at 13.2 µM. actives 0.46% (n = 350,000);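 active means activation of at least 50%, plus an integration ratio under a set limit after plate pattern correction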;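 further: plate controls were neutral control wells without compound for no effect and CRF at EC100 for full effect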
TAAR1 antagonist: antagonists of human TAAR1 | Q96RJ0 | CHO RD-HGA16 TAAR1, Fluo-8 calcium fluorescence, antagonist | inhibition, % at 3 µM | actives 1.5% (n = 360,000) | AID 624466;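 active means inhibition above a per-plate cutoff, the mean inhibition of test compounds on that plate plus 3 SD, cut at about 49% in these data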;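 further: 0% = DMSO plus EC80 beta-PEA response and 100% = DMSO alone without agonist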
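Material: CHO RD-HGA16 cells bearing hTAAR1; compound dosing: one-point dosing, 3 µM nominal final; schedule: dye loading 75 min at 37 °C, then 30 min room temperature; measured by: calcium fluorescence with Fluo-8; control set: vehicle and agonist controls; replication: n of 1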
M5 PAM: positive allosteric modulators of human muscarinic M5 receptor; P08912; CHO-K1 hM5, Fluo-8 calcium, ACh EC20 PAM; 0% = ACh EC20, 100% = ACh EC100; activation, % at 3 µM; actives 0.3% (n = 360,000); AID 624038;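 active means activation above the run cutoff, the mean activation of all test compounds plus 3 SD, cut at about 18% in these data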
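Assay system: CHO-K1 hM5 cells. Also added: acetylcholine at EC20 concentration, added after compound. Dosing: 3 µM, single dose. Times: compound preincubation 140 s before EC20 acetylcholine addition. Signal: Fluo-8 calcium fluorescence. Measure: % activation relative to EC20 and EC100 ACh responses. Repeats: singlicate, one well per test compound.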
M5 antag: antagonists of human muscarinic M5 receptor (CHRM5). inhibition, % at 3 µM. CHO-hM5 cells, Fluo-8 calcium fluorescence, ACh EC80. actives 0.59% (n = 360,000). P08912;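 active means inhibition above a per-plate cutoff, the mean of that plate's test compounds plus 3 SD, cut at about 27% in these data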;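 further: 0% = acetylcholine EC80 with DMSO and 100% = DMSO without agonist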
An asterisk follows results filed as active; x = no result given.

Values in the order: M5 antag	CRFBP-R2 block	M1 PAM parental	M5 ag	TAAR1 antagonist	CRFR2-BP ag	M5 PAM	TAAR1 ag	CHRM4 PAM
[1] COc1c(C)cc(Br)cc1C(=O)NC(=S)Nc1ccc(Cl)c(C(=O)O)c1
→ 2	7	20	0	-9	-0.6	7	-2	3
[2] Cc1cccnc1NC(=O)c1ccco1
→ 9	6	-15	2	-18	-0.1	1	2	3
[3] Cc1cc2cc(C)c3nnc(SCC(=O)NCc4ccco4)n3c2cc1C
→ 0	11	9	-1	-7	-1.9	0	-1	2
[4] COc1ccc2oc(C(=O)OCC(=O)N(Cc3ccccc3)C(C)C)c(C)c2c1
→ 6	31	-7	-4	-5	1.6	-10	-3	-4
[5] COc1ccc(N)cc1-n1cnnn1
→ 14	-4	9	-1	2	1.0	10	9	6
[6] O=C(NCC1CCCO1)c1nc2c(nnn2Cc2ccc(F)cc2)c(=O)[nH]1 (stereo unspecified)
→ 4	11	25	-2	13	-1.7	4	14	12
[7] Cc1cc(=O)[nH]c(SCC(=O)N2CCCC2)n1
→ -7	5	7	2	-11	-1.5	3	2	12
[8] CCN1CCN(CCNC(=O)c2cc(Cl)c(NC(=O)C3=C(C)OCCS3)cc2OC)CC1
→ 0	-6	19	-3	5	0.0	-1	2	-8
[9] CCN1CCN(c2nc3c(C)cccn3c(=O)c2/C=C(\C#N)C(=O)NCCOC)CC1
→ 6	0	-19	-1	-27	0.3	-1	-1	-4
[10] Cc1ccc(/C=C/C(=O)O)cc1S(=O)(=O)Nc1ccccc1C(=O)O
→ -18	12	12	0	-17	-1.0	16	3	11
[11] Cc1cc(Nc2ccc(Cl)cc2)nc(N2CCOCC2)n1
→ 11	-14	0	-7	2	-0.6	-2	17	-7
[12] Cc1c(C(=O)NCc2ccc(Cl)c(Cl)c2)sc(=O)n1Cc1ccc(C(=O)N(C)C)cc1
→ 6	x	13	5	32	x	-13	11	0
[13] Cc1c(NC(=O)c2cc(-n3cnnc3)ccc2Cl)cccc1-c1nc2ccccc2s1
→ 4	4	9	0	24	-0.5	-11	11	-6
[14] NS(=O)(=O)c1ccc(NC(=S)NC(=O)c2ccco2)cc1
→ 3	25	-3	-2	-10	-1.7	0	2	-2
[15] CCOC(=O)C(=NC(C)(C)C)NNc1cc(Cl)ccc1Cl
→ 0	-40	11	0	-30	1.5	-2	7	-2

Gathered by group, the entries above with an NH in an aromatic ring (2)
Values in the order: M5 antag	CRFBP-R2 block	M1 PAM parental	M5 ag	TAAR1 antagonist	CRFR2-BP ag	M5 PAM	TAAR1 ag	CHRM4 PAM
[6] O=C(NCC1CCCO1)c1nc2c(nnn2Cc2ccc(F)cc2)c(=O)[nH]1 (stereo unspecified)
→ 4	11	25	-2	13	-1.7	4	14	12
[7] Cc1cc(=O)[nH]c(SCC(=O)N2CCCC2)n1
→ -7	5	7	2	-11	-1.5	3	2	12

Carrying on.
Values in the order: M5 antag	CRFBP-R2 block	M1 PAM parental	M5 ag	TAAR1 antagonist	CRFR2-BP ag	M5 PAM	TAAR1 ag	CHRM4 PAM
[16] O=C(Cc1ccccc1)N/N=C/c1cc(Br)cc(Cl)c1O
→ 17	8	-6	-3	-2	4.2	-8	18	2
[17] O=C(c1cnc(Cl)c(Cl)c1)N1CCN(S(=O)(=O)c2ccc(F)cc2)CC1
→ 2	-8	12	-3	-2	0.9	2	0	8
[18] O=C(O)c1[nH]c2ccccc2c1CC(=O)N1CCOCC1
→ -6	-14	6	-1	5	-0.1	4	5	4
[19] N#CC1(NC(=O)CN2C(=O)NC(c3ccccc3)(c3ccccc3)C2=O)CCCC1
→ 9	-13	8	3	-12	-0.8	2	1	4
[20] CCOC(=O)[C@H]1[C@H]2COc3ccccc3[C@@H]2N2C(=O)c3cc(C)ccc3NC(=O)[C@@]12C
→ 14	-7	9	-8	22	-1.2	-7	5	4
[21] C/C(=N\NC(=O)c1nnn(-c2nonc2N)c1CSc1ccc(C)cc1)c1cccnc1
→ -3	-17	-9	0	37	1.5	-1	10	0
[22] O=C(CS(=O)(=O)Cc1ccccc1)N1CCN(C(=O)c2ccco2)CC1
→ 5	1	22	-2	12	0.1	-2	6	-1
[23] CCN(CC)S(=O)(=O)c1cccc(C(=O)N/N=C(\C)c2ccc(O)cc2O)c1
→ -1	-7	-4	-2	-7	28	-5	6	1
[24] CC(c1nnc(SCC(=O)N2CC(=O)Nc3ccccc32)n1Cc1ccccc1)N(C)C (stereo unspecified)
→ 4	-2	12	-6	0	-1.1	4	5	-3
[25] Fc1ccccc1N1CCN(C2CCCN(Cc3cccc(C(F)(F)F)c3)C2)CC1 (stereo unspecified)
→ 5	-6	-8	-1	-4	0.2	-7	11	-6
[26] Cc1ccc2[nH]c3c(NCCN4CCOCC4)ncnc3c2c1
→ 17	-3	0	-2	-4	-1.3	-9	6	-1
[27] C(=N\Nc1nnnn1-c1ccccc1)/c1ccncc1
→ -5	31	35	-5	12	4.6	2	0	18
[28] Cc1cc(C)cc(OCC(=O)OCC(=O)NC2CCCC2)c1
→ 11	7	-3	1	7	0.6	-2	2	-4
[29] Cc1ccc(Sc2nc(-c3ccccc3)nnc2C(F)(F)F)cc1
→ 8	-1	-4	2	9	-0.2	-5	6	-2
[30] Cc1ccc(-n2nnnc2-c2nc3ccccc3s2)cc1
→ -2	14	15	-2	4	0.8	-4	1	5
[31] Cc1noc(C)c1C(=O)N(CC(=O)Nc1ccccc1Br)Cc1ccco1
→ 17	5	-12	0	-12	-0.1	-2	14	0
[32] COc1ccc(C(O)c2nc(-c3ccc(F)c(Cl)c3)cs2)cc1 (stereo unspecified)
→ 0	x	14	1	10	x	-1	1	7
[33] CCCCCC(=O)N1C[C@H](n2cc(C3CC3)nn2)[C@@H](O)C[C@@H]1c1ccc(OC)cc1
→ 8	7	-6	1	-1	2.6	-8	3	-7
[34] COc1ccc(C)cc1N(CC(=O)Nc1cccnc1)S(=O)(=O)c1ccc(C)cc1
→ 10	5	11	-1	9	-0.3	-4	4	2
[35] CC1CN(C(=S)Nc2cccc(Cl)c2Cl)CC(C)O1 (stereo unspecified)
→ 1	-3	14	-3	-9	-0.7	2	18	1
[36] O=C(c1cc(S(=O)(=O)N2CCCCC2)ccc1Cl)N1CCOCC1
→ 11	2	8	-2	-2	-0.5	7	5	-2
[37] COCCNC(=O)c1ccccc1NC(=O)c1ccccc1N(C)S(C)(=O)=O
→ -5	23	22	-2	10	12	-2	-1	0
[38] CCC(=O)NCCCc1nc(-c2ccccc2)no1
→ 7	-6	7	4	9	-0.3	1	2	12
[39] Cc1cc(C)cc(N(C(=O)c2csnn2)C(C(=O)NC(C)(C)C)c2ccncc2)c1 (stereo unspecified)
→ 3	8	25	-4	1	-1.5	3	3	3
[40] Cc1ccc(Nc2c([N+](=O)[O-])ccc3c2=NC2(CCCCC2)N=3)cc1
→ -7	0	25	-2	14	-2.4	4	18	4
[41] NC(=S)c1ncc(C(F)(F)F)cc1Cl
→ -4	16	16	-1	-33	0.8	5	2	1
[42] Cc1ccc(Cl)cc1NC(=S)N1CCCCCC1
→ 1	3	10	-5	x	-0.9	8	x	11
[43] O=C(NCCCn1ccnc1)c1ccc(-c2ccccc2)cc1
→ 1	-9	-11	-5	0	-0.6	5	-1	-2
[44] O=c1ncn(-c2ccccc2F)c2ncccc12
→ -4	24	-8	1	-3	-1.2	4	10	-4
[45] Cc1nc(NC(=O)/C=C/c2ccccc2)sc1C(=O)Nc1ccc(Cl)cc1
→ -1	-5	5	1	33	2.6	-1	4	-7
[46] CC1(C)CC(=O)c2cc(OCC(=O)NCCCN3CCN(c4ccc(F)cc4)CC3)ccc2O1
→ 7	-11	-12	3	-1	0.0	-14	8	-5
[47] O=C(CN1CCCC1c1cccs1)N1CCN(S(=O)(=O)c2cccc(F)c2)CC1 (stereo unspecified)
→ 4	0	-5	-5	-6	0.2	-1	0	-4
[48] Cc1cc(O)c(NC(=O)c2ccco2)cc1C
→ -3	24	-3	-10	-1	-0.7	-4	0	9
[49] O=C(COc1ncnc2ccc(Br)cc12)Nc1ccc(N2CCOCC2)cc1
→ 5	15	10	1	-18	0.0	-8	4	-4
[50] CCCCNC(=O)CCCCC(=O)N/N=C/c1ccccc1Cl
→ 0	-6	13	0	-18	-0.3	-2	0	8
[51] CCNC(=O)NC(=O)C(C)OC(=O)CNS(=O)(=O)c1c(Cl)cc(Br)cc1Cl (stereo unspecified)
→ 13	-9	18	-3	7	-2.6	-3	1	0
[52] CCN(CC)CCn1c(=N)n(CC(O)c2ccc(OC)c(OC)c2)c2ccccc21 (stereo unspecified)
→ 0	20	13	-5	-10	0.2	4	1	0
[53] Cc1ccc2oc(-c3cccc(NC(=O)/C=C/c4cccc([N+](=O)[O-])c4)c3C)nc2c1
→ -1	-6	14	0	1	-2.3	0	4	-3
[54] CC(=O)Nc1ccc(SCC(=O)NCCc2ccc(F)cc2)cc1
→ 1	-6	17	-2	-11	-1.6	2	2	2
[55] COc1ccc(OC)c(C(C[N+](=O)[O-])c2c(C)cc3ccccn23)c1 (stereo unspecified)
→ -9	3	2	-2	-6	0.7	8	-3	5
[56] Clc1cccc(-c2nnc(SCc3nc4ccccc4[nH]3)n2Cc2ccco2)c1
→ -6	9	1	-1	7	-0.4	3	14	5
[57] CN1CCN(CC(=O)NC23CC4CC(CC(C4)C2)C3)CC1
→ 9	11	5	-6	0	2.2	-1	0	-12
[58] CC1(C)OC(=O)N(c2ccccc2)C12C=Cc1cc(Br)ccc1O2 (stereo unspecified)
→ 2	44	-4	-4	5	1.2	-8	1	-8
